# Screening data: PubChem, several laboratories
# HCV core dimer: inhibitors of HCV core protein dimerization, primary screen, biochemical, TR-FRET, high-throughput; TR-FRET GST/Flag-core106 dimerization, 1536-well; inhibition, % at 5 µM; hit rate 0.33% among 300,000;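 active = inhibition above the mean of all tested compounds plus 3 SD, set per screening campaign, cut at about 45% in these data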
#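 test system = GST/Flag-tagged HCV core106 proteins | probe or stimulus = Eu donor and XL665 acceptor anti-tag antibodies | times = compound-protein-antibody incubation 4 h at 22.5 °C | signal = TR-FRET, excitation 340 nm, emission 617 and 671 nm | measure = percent inhibition of core106 dimerization signal | controls = wells lacking GST-core106 and wells with excess unlabelled core106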
# PP5 inh: PP5 phosphatase inhibitors, primary screen, biochemical, fluorescence. hit rate 0.18% among 320,000. AID 1987, 2009. inhibition, % at 6.7 µM. Serine/threonine-protein phosphatase 5 (Homo sapiens), P53041. purified PP5c, OMFP substrate fluorescence;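 active = inhibition above the campaign's mean inhibition across all tested compounds plus 3 SD, cut at about 9.5% in these data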;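 also: 0% = DMSO only and 100% = 100 µM cantharidin control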
# Target sequence (P53041 whole entry, looked up): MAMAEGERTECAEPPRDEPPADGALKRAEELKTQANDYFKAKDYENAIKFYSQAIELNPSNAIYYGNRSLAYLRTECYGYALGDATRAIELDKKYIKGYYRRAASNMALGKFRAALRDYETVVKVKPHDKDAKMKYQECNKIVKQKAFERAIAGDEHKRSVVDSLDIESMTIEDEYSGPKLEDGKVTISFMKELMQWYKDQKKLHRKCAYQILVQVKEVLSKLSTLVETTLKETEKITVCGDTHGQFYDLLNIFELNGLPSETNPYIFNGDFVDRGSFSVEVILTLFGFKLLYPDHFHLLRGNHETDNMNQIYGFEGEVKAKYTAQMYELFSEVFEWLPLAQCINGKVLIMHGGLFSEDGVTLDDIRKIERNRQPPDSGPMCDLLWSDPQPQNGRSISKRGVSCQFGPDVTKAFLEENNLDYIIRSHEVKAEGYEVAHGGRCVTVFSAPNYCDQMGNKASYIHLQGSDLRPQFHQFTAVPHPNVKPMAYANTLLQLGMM
# Fh CTSL1 inh: Fasciola hepatica cathepsin L1 inhibitors, primary screen, counter-screen for PFM18AAP inhibitor project, biochemical, QFRET, fluorogenic peptide substrate; recombinant F. hepatica cathepsin L1, Z-Leu-Arg-MCA fluorescence; inhibition, % at 5.96 µM; hit rate 0.49% among 300,000; AID 1906, 2009;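 active = inhibition above the mean of all tested compounds plus 3 SD, set per screening campaign, cut at about 17% in these data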;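 also: 0% = plate median of test compound wells and 100% = 1 µM Z-Phe-Ala-diazomethylketone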
# JMJD2C inh: inhibitors of GASC-1 histone demethylase, primary screen, biochemical, fluorescence, DELFIA europium; Lysine-specific demethylase 4C (Homo sapiens), Q9H3R0; GST-JMJD2C(1-420) H3K9me3 demethylation; inhibition, % at 2.35 µM; hit rate 0.069% among 330,000; AID 2099, 2009;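 active = more than half of a compound's replicate wells show inhibition beyond 50%, single wells judged on their own value; inconclusive = some, but no more than half, of replicates pass 50% inhibition; inactive = no replicate passes 50% inhibition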;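 also: signal counts dimethyl H3K9 product captured on neutravidin plate; 0% = median of DMSO wells and 100% = 0.3 times that DMSO median; strong numbers were not always called active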
# ZTA counter: counter-screen for EBNA-1 inhibitors: inhibitors of Epstein-Barr virus ZTA | P03206 | ZTA-DNA binding, fluorescence polarization | inhibition, % at 11 µM | hit rate 0.15% among 320,000; in the data active = inhibition above about 33%
# Target sequence (P03206 whole entry, looked up): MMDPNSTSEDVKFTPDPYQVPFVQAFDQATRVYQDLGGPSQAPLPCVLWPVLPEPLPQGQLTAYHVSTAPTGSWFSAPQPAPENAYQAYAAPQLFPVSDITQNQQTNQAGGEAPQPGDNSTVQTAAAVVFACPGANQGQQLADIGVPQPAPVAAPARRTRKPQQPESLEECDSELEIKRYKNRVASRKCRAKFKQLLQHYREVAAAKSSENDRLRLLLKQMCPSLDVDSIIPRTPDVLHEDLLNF
# EBNA-1 inhibitor: EBNA-1 DNA-binding inhibitors, primary screen, biochemical, fluorescence polarization; inhibition, % at 14.8 µM; hit rate 0.34% among 300,000; AID 1950, 2009; in the data active = inhibition above about 28%
# Yeast superoxide: reduction of superoxide in aged yeast, primary screen, HTS; S. cerevisiae aged cells, superoxide DHE fluorescence; active compounds read low; superoxide response (% of plate mean), % at 10 µM; hit rate 0.18% among 330,000; AID 2690, 2010;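 active = superoxide response under a set limit, about three screen SD below normal, cut at about 65% in these data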;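 also: yeast aged for seven days with compound at 30 °C before DHE staining; 100% = average MFI of all compound-treated wells on the plate with controls excluded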
# TPT1 inhibitor: Candida albicans TPT1 enzyme inhibitors, primary screen, biochemical, fluorescence polarization. tRNA 2'-phosphotransferase TPT1 (Candida albicans SC5314). AID 1962, 2009. hit rate 0.81% among 300,000. inhibition, % at 5 µM. recombinant caTPT1, FP RNA substrate dephosphorylation;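 active = inhibition above the mean of all tested compounds plus 3 SD, set per screening campaign, cut at about 24% in these data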;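 also: plate controls were DMSO alone for no effect and ferristatin control at 100 nM for full effect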
# PP1 counter: PP1-alpha phosphatase inhibitors, primary screen, counter-screen for PP5 inhibitor project, biochemical, fluorescence, OMFP substrate, single point; inhibition, % at 6.7 µM; Serine/threonine-protein phosphatase PP1-alpha catalytic subunit (Homo sapiens), P62136; purified PP1alpha; hit rate 0.9% among 320,000;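 active = inhibition above the mean inhibition of all tested compounds plus 3 SD, computed separately for each screening campaign, cut at about 15% in these data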
# Target sequence (P62136 whole entry, looked up): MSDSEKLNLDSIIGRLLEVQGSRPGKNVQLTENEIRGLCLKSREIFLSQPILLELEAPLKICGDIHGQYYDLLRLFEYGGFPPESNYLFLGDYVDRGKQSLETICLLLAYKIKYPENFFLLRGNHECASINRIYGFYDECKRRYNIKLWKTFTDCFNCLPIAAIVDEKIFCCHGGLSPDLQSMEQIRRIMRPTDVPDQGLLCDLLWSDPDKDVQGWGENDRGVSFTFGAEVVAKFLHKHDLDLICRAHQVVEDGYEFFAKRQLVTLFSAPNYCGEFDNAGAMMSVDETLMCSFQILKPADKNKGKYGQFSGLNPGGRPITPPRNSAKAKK
# An asterisk follows results filed as active; ? = inconclusive; · = not tested or not shown; & = joins results of further samples. The order is random; any-hit rate near 3.1%.
SMILES,HCV core dimer,PP5 inh,Fh CTSL1 inh,JMJD2C inh,ZTA counter,EBNA-1 inhibitor,Yeast superoxide,TPT1 inhibitor,PP1 counter
CC(C)(C)N1CC(c2nc3ccccc3n2Cc2ccc(F)cc2)CC1=O (configuration not stated),-2,3.5,0,-8,-22,-7,105,-2,-3
Cc1cc(C)cc(OCC(=O)N2N=C(c3cccnc3)CC2(O)C(F)(F)F)c1 (configuration not stated),0,1.4,1,3,7,-1,98,-3,-2
Cc1nnc(NC(=O)CSc2cn(CCNC(=O)c3ccccc3)c3ccccc23)s1,-6,0.9,-6,-4,2,-4,99,2,1
Nc1nc(N)nc(-c2cccc(Cl)c2Cl)n1,-1,0.8,-4,·,-13,12,97,-3,-2
Cc1cccc(NC(=O)c2ccc3c(c2)OCCO3)c1C,-15,-2.6,-1,-29,1,-3,100,-4,-1
O=S(=O)(NC1CCCC1)c1cccc(S(=O)(=O)N2CCC(n3nnc4ccccc43)CC2)c1,17,1.7,2,-5&1,19,7,103,-5,2
Cn1ncc(Cl)c1C(=O)N1CCN(S(=O)(=O)c2ccc(F)cc2)CC1,-4,2.1,-2,-2,3,1,115,-2,-3
O=C(c1cc2cc(Cl)ccc2oc1=O)N1CCN(c2ccccn2)CC1,-7,1.9,0,46,-11,-23,109,-1,1
O=C(NCCN1CCN(Cc2ccccc2)CC1)C1c2ccccc2C(=O)N2CCc3ccccc3C12 (configuration not stated),5,-3.0,-1,6,0,6,100,-1,-1
COc1ccc(-c2cc(C(=O)NCCCn3ccnc3)no2)cc1OC,-5,0.5,0,2,1,-6,100,-2,0
COc1ccc(C(=O)/C=C/c2ccc(F)cc2)c(OC(=O)c2ccc([N+](=O)[O-])cc2)c1,3,1.2,2,-9,7,4,98,1,-4
CCn1cc(Br)c(C(=O)NCc2ccco2)n1,3,2.7,1,-8,-14,-6,108,4,-4
CCOC(=O)C1=C(C)NC(C)=C(C(=O)OCC)C1c1cc2ccc(C)cc2[nH]c1=O,3,3.0,1,-5,5,1,104,1,1
COC(=O)C1=CN(Cc2ccccc2)C=C(C(=O)OC)C1c1ccc(O)c(OC)c1,4,4.4,-1,-2,-12,-16,105,-1,-5
COc1cccc(NC(=O)N(Cc2cc3cc(C)cc(C)c3[nH]c2=O)CC2COCCO2)c1 (configuration not stated),10,0.1,4,56&-17,-13,-7,94,1,-2
COc1ccccc1S(=O)(=O)Cc1ccc(C(=O)N2CCOCC2)o1,-3,-1.2,0,-24,2,-6,112,1,-3
O=C(COc1ccccc1F)N1CCCc2ccccc21,-5,5.5,2,-5,-1,-9,95,1,-2
COc1ccc(/C(C)=N/NC(=S)NCCc2ccccc2)c(O)c1,7,2.5,3,6,-2,-5,110,1,5
COc1ccc(/C(C)=N\Nc2nc(-c3ccc(Cl)cc3)cc(C(F)(F)F)n2)cc1OC,2,2.8,7,4,5,7,132,-3,0
COc1ccc2c3c1OC1CC(O)C=CC31CCN(C)C2 (configuration not stated),-4&1,3.8&1.0,-6&0,-22&-20,-8&2,-17&6,92&100,2&-2,4&1
CCOC(=O)C1=C(C)OC(N)=C(C#N)C1c1cc(C)sc1C (configuration not stated),3,-0.2,-15,-3,-5,5,102,-4,0
COc1ccc(CCNC(=O)C(=O)NCC2CCCN2S(=O)(=O)c2cc(C)ccc2C)cc1 (configuration not stated),6,0.3,3,6,10,-3,101,1,-1
O=C1C2C3C=CC(C3)C2C(=O)N1c1n[nH]c(-c2ccccc2)n1 (configuration not stated),7,3.5,-5,43,-2,-8,111,-2,-2
CCC(Sc1ncccc1C(=O)OC(C)C)C(=O)NCc1ccco1 (configuration not stated),1,-0.7,-1,-30,-1,-3,117,2,-4
O=C(CSc1nnc(-c2ccccc2)n1C1CCCCC1)Nc1ccc(S(=O)(=O)Nc2ccccn2)cc1,20,-1.6,0,5,14,9,106,0,0
CC1=NNC(=O)C1CCC(=O)N/N=C/c1ccco1 (configuration not stated),-6,2.2,-1,1,1,-11,98,0,1
O=C(CNC(=O)C(c1ccccc1)c1ccccc1)N/N=C\c1ccc2c(c1)OCO2,2,0.8,3,-2,8,19,114,-3,5
C/C(N)=C(/C#N)C(=O)COC(=O)c1oc2ccccc2c1COC(C)C,-5,3.7,-1,2,-2,5,105,0,-3
O=C(Nc1ccc2oc(-c3ccccc3F)nc2c1)c1ccccc1F,3,1.5,4,-14,2,7,97,-2,5
O=C(CCN1CCOCC1)NNC(=O)Nc1cccc(C(F)(F)F)c1,6,-3.6,-2,-7,11,13,93,1,3
CCC(C)NC(=O)c1ccc([N+](=O)[O-])c(Cl)c1 (configuration not stated),4,-1.1,-1,-2,-6,28*,95,1,-5
CCn1c(SCc2cc(=O)[nH]c3ccccc23)nc2c1c(=O)n(C)c(=O)n2C,3,3.8,-3,·,15,-9,127,-2,-3
O=C(CCCCCNC(=O)c1ccccc1Cl)N/N=C/c1ccco1,1,0.6,-1,1,-9,-2,106,1,0
O=S(=O)(c1ccc(S(=O)(=O)N(Cc2ccccc2)Cc2ccco2)cc1)N1CCCC1,1,0.2,0,-6,-12,6,71,2,0
COc1ccc(C(=O)Nc2cccc(NC(=O)c3cccs3)c2)cc1,-6,4.2,1,1,-29,-11,101,0,6
COc1ccc(-c2csc(NC3OC(=O)c4ccccc43)n2)cc1 (configuration not stated),2,2.1,-6,7,5,6,106,-7,-2

# 4 compounds already listed, arranged by molecular weight, ascending:
SMILES,HCV core dimer,PP5 inh,Fh CTSL1 inh,JMJD2C inh,ZTA counter,EBNA-1 inhibitor,Yeast superoxide,TPT1 inhibitor,PP1 counter
C/C(N)=C(/C#N)C(=O)COC(=O)c1oc2ccccc2c1COC(C)C,-5,3.7,-1,2,-2,5,105,0,-3
O=C(CCN1CCOCC1)NNC(=O)Nc1cccc(C(F)(F)F)c1,6,-3.6,-2,-7,11,13,93,1,3
O=S(=O)(c1ccc(S(=O)(=O)N(Cc2ccccc2)Cc2ccco2)cc1)N1CCCC1,1,0.2,0,-6,-12,6,71,2,0
O=C(CSc1nnc(-c2ccccc2)n1C1CCCCC1)Nc1ccc(S(=O)(=O)Nc2ccccn2)cc1,20,-1.6,0,5,14,9,106,0,0

# Following part.
SMILES,HCV core dimer,PP5 inh,Fh CTSL1 inh,JMJD2C inh,ZTA counter,EBNA-1 inhibitor,Yeast superoxide,TPT1 inhibitor,PP1 counter
CN(C)C(=O)c1nc2ccc(Cl)cn2c1CN1CCN(c2ncccn2)CC1,-15,3.9,11,-1,4,0,112,0,-8
CN(C)c1ccc(/C=N/NC(=O)CNC(=O)c2ccc3c(c2)OCCO3)cc1,-11,1.4,0,2,18,-4,99,-1,-8
CCc1cccc(CC)c1NC(=O)CSc1nnc(CCC(=O)O)c(=O)[nH]1,-1,0.3,2,-8,6,-4,106,3,-1
COc1cc(/C=N/NC(=O)C(=O)NCc2cccnc2)cc(OC)c1OC,-7,-1.3,0,-7,5,6,97,1,4
CCOc1nc(NCCC2=CCCCC2)nc(N2CCOCC2)n1,2,-1.3,1,5,15,-3,98,2,-1
CCC1CCCCN1C(=O)CSc1nnc(CNC(=O)c2cc(OC)c(OC)c(OC)c2)o1 (configuration not stated),-10,-1.1,16,-5,-13,0,109,-2,-3
COc1ccc(NC(=O)CSCc2cc(=O)n3nc(C4CC4)sc3n2)cc1,0,3.2,-1,-3,-5,0,87,-1,-4
CCN(CC)CCN1C(=O)C(=O)/C(=C(/O)c2c(C)[nH]c(C(=O)OC)c2C)C1c1ccc(C)o1 (configuration not stated),2,-0.7,-1,1,5,-4,101,-3,-4
CC/C(=N\NC(=O)Nc1nonc1N)c1ccc(OC)c(OC)c1,0,0.9,2,34,-12,-17,91,-2,-1
Cc1ccc(S(=O)(=O)N2CCN(C(=O)Cn3c(=O)cnc4ccccc43)CC2)cc1,·,3.8,·,1,-9,·,123,·,-2
Cc1ccc(CC(=O)Nc2ccc(OC(F)F)c(Cl)c2)cc1C,6,4.6,-3,4,-8,-7,84,-4,-1
O=C(NCc1ccccc1)c1ccc(N2CCC3(CC2)CC(c2ccccc2)=NO3)c([N+](=O)[O-])c1,19,2.3,-1,1,20,-1,105,-3,5
COc1cccc(C2=NOC(C(=O)NCC3CCCO3)C2)c1 (configuration not stated),3,-0.8,2,-1,10,1,99,-1,-6
CCCCOc1ccc(/C=C/C(=O)Nc2ccc(C(N)=O)cc2)cc1,2,-2.0,3,-4,3,2,93,2,14
O=S1(=O)N=C(SCCO)c2ccccc21,-5,1.8,-1,-17,10,-4,109,1,2
Cc1nnnn1/C(=C\c1ccccc1)C(=O)OCC(=O)NC1CCCCC1,2,-0.6,-4,-2,0,0,97,2,-4
CN(c1ccccc1C(=O)N1CCCC1)S(C)(=O)=O,-1,2.6,1,-2,-1,-9,114,1,-5
COc1ccc(S(=O)(=O)N2CCCCCC2)cc1NC(=O)Cc1ccccc1,1,-0.1,-7,5,-20,-13,105,1,-2
O=C(NC1CCCCCCC1)c1cc(F)c(F)cc1Cl,3,1.6,0,1,-8,-3,97,-2,-1
COc1ccc(C2=NOC(C(=O)Nc3cc(C)on3)C2)cc1OC (configuration not stated),-4,1.6,8,3,-7,1,93,-2,-4
COCCNC(=S)N1CCc2cc(OC)c(OC)cc2C1COc1ccc(C(C)C)cc1 (configuration not stated),6,3.0,6,-11,9,-6,91,-2,2
Cc1ccc(-c2noc(-c3ccno3)n2)cc1,2,2.4,4,-1,-7,-8,109,2,-6
CCOC(=O)C(C)On1c(SC(C)C(=O)OCC)nc2ccccc2c1=O (configuration not stated),1,-0.2,1,10,-2,2,97,2,7
O=C(OCc1nnc(-c2ccccc2)o1)c1cc(=O)c2ccccc2o1,8,2.9,-5,9,9,-3,89,0,-1

# 2 compounds from above, limited to ZTA counter:
compound,ZTA counter
COc1ccc(S(=O)(=O)N2CCCCCC2)cc1NC(=O)Cc1ccccc1,-20
O=C(NC1CCCCCCC1)c1cc(F)c(F)cc1Cl,-8

# The listing continues:
SMILES,HCV core dimer,PP5 inh,Fh CTSL1 inh,JMJD2C inh,ZTA counter,EBNA-1 inhibitor,Yeast superoxide,TPT1 inhibitor,PP1 counter
CC(=O)Nc1ccc(NC(=O)CSc2nnc(NC(=O)Cc3ccc(F)cc3)s2)cc1,2,0.2,-1,1,5,9,122,-3,-4
Cc1cccc(N(C(=O)CNC(=O)c2ccco2)C(C(=O)NC2CCCC2)c2cccnc2)c1 (configuration not stated),5,-0.7,0,8,2,2,88,0,1
Cc1cccc(CCNC(=O)Cn2ncc3c([nH]c4ccccc43)c2=O)c1,19,-1.5,7,?,1,-11,103,1,0
Cn1c(=O)c2c(nc(NCCNC(=O)c3ccco3)n2Cc2ccccc2Cl)n(C)c1=O,-3,-0.9,6,-11,4,-4,109,1,-4
Cc1ccc(CSc2nnc(C)c(=O)n2N)cc1,-9,0.3,0,-11,9,-8,92,5,-1
Cc1ccc(S(=O)(=O)CCC(=O)NCCc2ccccc2)cc1,-1,0.6,1,7,-16,13,77,-1,1
CC(C)CN1CCN(Cc2ccc(Oc3ncccn3)cc2)CC1CCO (configuration not stated),1,1.8,-2,-1,3,2,103,1,0
Cc1ccc(-c2cc(C(=O)Nc3ccccc3C)c3ccccc3n2)o1,64*,-0.7,7,0,6,3,98,13,5
